From PubChem BioAssay
LANA DNA inh – inhibitors of KSHV C-LANA binding to DNA, primary screen, biochemical, fluorescence polarization, FAM-LBS DNA, MBP-C-LANA, single point. inhibition, % at 9 µM. Kaposi's sarcoma herpesvirus LANA C-terminal domain (residues 932-1162) DNA binding. hit rate 0.078% among 340,000;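 active = highest replicate inhibition at or above 60% at 9 µM, even if other replicates fall short; inactive = all replicates below 60% inhibition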;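 also: 0% = neutral control wells and 100% = 4 µM acridine orange control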
RTF Ca sens act – cardiac RTF calcium sensitivity activators, primary screen, biochemical, IANBD-TnC fluorescence, EC20 calcium. Troponin I, cardiac muscle (Homo sapiens) + Troponin T, cardiac muscle (Homo sapiens) + …. IANBD-labeled TnC RTF fluorescence at EC20 calcium; 0% EC20 calcium, 100% full calcium. activation, % at 7.2 µM. hit rate 0.24% among 340,000. AID 493008, 2010;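 active = activation above the mean over all tested compounds plus 3 SD, cut at about 30% in these data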;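 also: rise in fluorescence read as greater calcium sensitivity of cardiac thin filaments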
MOR-DOR ag – agonists of OPRM1-OPRD1 heterodimerization, primary screen, cell-based, luminescence; cells; activation, % at 9.3 µM; hit rate 0.3% among 340,000; in the data active = activation above about 18%;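 also: 0% = vehicle-treated cells and 100% = reference agonist; values of inactives mirror those of a sister screen read the other way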
MOR-DOR inv ag – inverse agonists of MOR-DOR heterodimerization, primary screen, cell-based, luminescence. hit rate 0.21% among 340,000. inhibition, % at 9.3 µM. Mu-type opioid receptor (Homo sapiens) + Delta-type opioid receptor (Homo sapiens), …. cell-based MOR-DOR heterodimer luminescence, inverse agonism. AID 504357, 2011; in the data active = inhibition above about 22%, passing the limit was not always enough;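 also: 0% = cells with DMSO and 100% = wells without cells with DMSO; values of inactives mirror those of a sister screen read the other way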
RTF Ca sens inh – cardiac RTF calcium sensitivity inhibitors, primary screen, biochemical, IANBD-TnC fluorescence, EC70 calcium | Troponin I, cardiac muscle (Homo sapiens) + Troponin T, cardiac muscle (Homo sapiens) + … | IANBD-labeled cardiac RTF, Ca2+ fluorescence | inhibition, % at 7.15 µM | hit rate 0.12% among 340,000;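 active = inhibition above the mean inhibition of all tested compounds plus 3 SD, cut at about 17% in these data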;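 also: assay run at fixed EC70 calcium of 1.6 mM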
Arr AP2 block – inhibitors of beta-arrestin/AP2 binding, primary screen, biochemical, GPCR trafficking, flow cytometry; beta-arrestin 1 C-terminal peptide binding to AP2 beta2-adaptin appendage (human); FITC-arrestin peptide / GST-AP2 beads; AP2 beta2 appendage carries R879A mutation; inhibition, % at 10 µM; hit rate 0.31% among 340,000;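 active = inhibition above a set limit, near 3 SD of compounds lacking own fluorescence, cut at about 54% in these data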;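 also: plate controls were DMSO wells for no effect and 5 µM unlabelled arrestin peptide for full effect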
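System: GST-tagged AP2 beta2-adaptin appendage (R879A) on 4 µm glutathione beads / Reagent: FITC-arrestin peptide, 50 nM / Detection: HyperCyt-sampled flow cytometry, FL1 channel, ex 488/em 535 nm / Timing: 12 min plus 1 h, RT / Buffer or medium: PBS plus Tween 20 (0.05%) and BSA (0.1%)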
Keap1 Nrf2 FP – Keap1-Nrf2 protein-protein interaction inhibitors, primary screen, biochemical, fluorescence polarization, single point. Kelch-like ECH-associated protein 1 (Homo sapiens), Q14145. Keap1 Kelch-Nrf2 peptide fluorescence polarization, 1536-well. inhibition, % at 9.4 µM. hit rate 0.15% among 340,000; in the data active = inhibition above about 12%;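 also: human Keap1 Kelch domain with fluorescein labeled Nrf2 9mer peptide probe; 0% = neutral control wells and 100% = peptide positive control; higher means more block of Keap1 binding to Nrf2 peptide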
Target sequence (Q14145 whole entry, looked up, the tested form may be a part): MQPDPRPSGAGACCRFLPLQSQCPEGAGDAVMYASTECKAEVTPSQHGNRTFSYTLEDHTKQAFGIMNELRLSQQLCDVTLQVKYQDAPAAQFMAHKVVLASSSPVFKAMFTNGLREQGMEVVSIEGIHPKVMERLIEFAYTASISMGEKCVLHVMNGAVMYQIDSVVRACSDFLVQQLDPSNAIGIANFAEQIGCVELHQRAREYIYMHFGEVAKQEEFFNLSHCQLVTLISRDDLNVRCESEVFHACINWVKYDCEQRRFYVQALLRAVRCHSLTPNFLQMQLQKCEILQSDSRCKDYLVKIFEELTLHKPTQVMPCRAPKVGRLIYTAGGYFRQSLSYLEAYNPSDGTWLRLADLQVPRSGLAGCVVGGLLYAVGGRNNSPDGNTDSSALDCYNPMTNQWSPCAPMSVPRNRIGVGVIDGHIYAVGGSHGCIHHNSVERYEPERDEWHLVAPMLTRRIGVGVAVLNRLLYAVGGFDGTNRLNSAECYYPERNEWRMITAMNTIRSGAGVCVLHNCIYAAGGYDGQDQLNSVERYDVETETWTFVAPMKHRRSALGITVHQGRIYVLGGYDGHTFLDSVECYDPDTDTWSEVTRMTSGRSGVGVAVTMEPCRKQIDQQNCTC
Wnt act – Wnt/beta-catenin pathway activators, primary screen, cell-based, plate reader, single point; Wnt/beta-catenin reporter cell assay, activator; activation, % at 9.35 µM; hit rate 1.2% among 300,000; in the data active = activation above about 30%, passing the limit was not always enough;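 also: 0% = neutral control wells and 100% = positive control wells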
Pemphigus Ab inh – inhibitors of pemphigus antibody binding to DSG3, primary screen, biochemical, bead-based, flow cytometry, scFv-GFP; DSG3-coupled beads, scFv-anti-DSG3-GFP binding; hits give low values; binding (percent of control), % at 10 µM; hit rate 0.48% among 310,000; AID 588358, 2011;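 active = binding more than 3 SD below its plate's average and above zero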;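 also: hits lower antibody fragment binding to DSG3; some compounds called inactive have numbers as strong as hits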
V-ATPase pHluor – regulators of yeast V-ATPase proton pumping, primary screen, pHLuorin cytosolic pH fluorescence | S. cerevisiae | response, % at 10 µM | hit rate 0.37% among 350,000; in the data active = response mostly above about 7.3%, no sharp cut-off; inactive = mostly below about 5.4%; also: actives read high; inactives centre near 0; some compounds called inactive have numbers as strong as hits; reference of the scale not given here
Starred values were filed as active, the others as inactive; x = not tested or not shown.

SMILES	LANA DNA inh	RTF Ca sens act	MOR-DOR ag	MOR-DOR inv ag	RTF Ca sens inh	Arr AP2 block	Keap1 Nrf2 FP	Wnt act	Pemphigus Ab inh	V-ATPase pHluor
O=C1c2cnc3nc(SCc4cccc(Cl)c4)nn3c2CC2c3ccccc3CCN12 (stereo not drawn)	-0.3	-3	-1.7	8	4	4	-5	x	97	-1
O=[N+]([O-])c1cccc(S(=O)(=O)NCc2ccncc2)c1	0.9	-1	4.0	-26	-12	4	-3	-6	88	2
Cc1ccc(C2(c3ccccc3)NC(=O)N(CC(=O)N(C)C3CCS(=O)(=O)C3)C2=O)cc1C (stereo not drawn)	-1.4	-7	-0.5	3	1	41	5	-4	89	-4
Cc1cccc(Cn2nc(C(C)(C)C)cc2C(=O)Nc2ccc(F)cc2)c1	-0.1	x	x	x	x	7	-1	-6	90	-3
N#CCCn1cc(/C=N/O)c(-c2cccc([N+](=O)[O-])c2)n1	-0.2	1	-2.7	13	-1	9	-1	-3	98	3
Cc1cc(NC(=O)CCCN2C(=O)c3cccnc3C2=O)no1	-0.9	-4	-1.5	9	7	12	0	x	97	1
COc1ccc(-c2cc(=O)[nH][nH]2)cc1OC	0.6	-2	-3.1	17	-4	-5	0	x	99	1
CN1CCN(C(c2ccccn2)c2cc(Cl)c3cccnc3c2O)CC1 (stereo not drawn)	2.7	-25	2.8	-14	-3	10	-26	58*	99	0
CCN(c1ccc(C(=O)CSc2nnc(C3CC3)n2C2CC2)cc1)S(C)(=O)=O	-0.7	-2	-2.2	9	-5	-14	1	6	103	-1
COc1cc2cc(-c3ccc(OC)c(OC)c3C)nc(N)c2cc1OC	x	x	x	x	x	-4	x	0	116	3
O=C(CS(=O)(=O)Cc1ccccc1)Nc1nc2ccccc2s1	0.8	4	-0.8	4	0	7	-5	x	98	1
CCOC(=O)c1cc(C)sc1NC(=O)c1ccc(Cl)s1	1.6	4	-1.2	6	4	21	1	2	106	1
Cc1ccc([C@@H]2[C@@H]3C(=O)N(c4ccccc4)C(=O)[C@@H]3[C@]3(C)C(=O)N(Cc4ccc(-c5ccccc5)cc4)CC(=O)N23)o1	-3.8	6	-3.2	18	-16	1	0	-3	109	0
CC(SC(C)C(=O)NN=Cc1cccc(Cl)c1)C(=O)NN=Cc1cccc(Cl)c1 (stereo not drawn)	2.9	2	-0.8	4	-12	14	-2	-17	108	2
CCOc1ccccc1CNC(c1ccccc1)c1ccccc1	-0.1	10	3.5	-17	-2	4	-2	-3	97	0
O=C(COC(=O)c1cc(S(=O)(=O)N2CCCC2)ccc1O)Nc1ccc(F)cc1F	0.4	-5	-4.5	19	-7	2	-1	2	102	-1
O=C(CNC(=O)c1ccc2c(c1)S(=O)(=O)N=C1CCCCCN12)Nc1ccc(F)c(F)c1	-0.3	4	0.7	-4	-8	-4	-3	-2	95	4
Cc1c(OC(C)C(=O)NCc2ccccn2)ccc2c3c(c(=O)oc12)CCC3 (stereo not drawn)	-1.0	-5	-2.2	12	-4	-3	1	2	x	0
Cc1ccc(C(C(=O)NCc2ccccc2)N(C(=O)c2csnn2)C2CC2)cc1 (stereo not drawn)	0.0	0	-0.8	6	10	-6	-3	3	110	1
O=C(c1ccccc1)c1cccc(C(=O)c2ccccc2)c1	2.6	1	1.5	-6	-1	16	2	x	103	-1
NS(=O)(=O)c1cccc(NC(=O)COC(=O)c2cc(Cl)ccc2[N+](=O)[O-])c1	0.3	3	6.0	-32	0	-10	0	-4	101	-1
CN(C)c1oc(COc2ccc(F)cc2)nc1C#N	-3.5	7	-1.1	6	-14	55*	1	x	101	1
CCCC(=O)N1CC2(CCC)CN(C(=O)CCC)CC(CCC)(C1)C2=O	0.2	-2	-1.9	11	-26	4	0	x	105	-1
CC(C)CC(c1nnnn1Cc1ccccc1)N1CCN(C(=O)c2ccco2)CC1 (stereo not drawn)	0.6	1	-2.7	12	3	6	-3	x	100	10
O=C(NCCCn1cccn1)c1cc(COc2ccc(F)cc2Cl)on1	0.8	6	-1.3	6	-6	6	1	10	88	-3
Cc1nc(-c2cccc(NC(=O)c3cccs3)c2)cs1	0.4	-17	2.4	-13	1	4	-3	22	102	-3
Cc1ccc(Cn2c(=O)c3ccccc3n3c(CCC(=O)NCCN4CCOCC4)nnc23)cc1	0.3	0	-3.0	16	-5	-1	0	x	101	0
Cn1c(C2CCCCC2)nc2ccccc21	0.6	0	-0.5	2	10	3	1	-1	115	-4
CCOC(=O)NN1C(=O)c2ccccc2NC1c1ccc(OC)cc1 (stereo not drawn)	2.2	2	-2.2	12	-2	29	1	1	95	0
CCOC(=O)Cc1ccc(NC(=O)c2ccccc2Br)cc1	0.6	0	-1.7	8	-5	0	2	-1	108	1
CCc1nnc2n1N=C(c1ccc(Br)cc1)CS2	0.8	-9	-2.6	15	4	12	2	-4	94	1
CCOc1ccc(NC(=O)Cn2sc3nc(C)cc(C)c3c2=O)cc1	1.5	0	-3.3	17	-1	26	-6	x	80	-2
CC(C)c1nc(CNC(=O)C2CCC(=O)N(CCc3ccc(Cl)cc3)C2)no1 (stereo not drawn)	-0.2	-2	-2.2	11	-6	-3	1	1	103	-1
Cc1c(C=O)c(=O)n(-c2ccccc2)n1C	0.9	2	-0.5	3	2	5	-3	1	102	5
COCCN(Cc1ccccc1)C(=O)Cc1ccc(S(=O)(=O)N2CCOCC2)s1	-2.3	-1	-2.0	8	-3	-1	-4	0	x	1
CCN(CC)Cc1c(C(=O)N/N=C/c2cccc3ccccc23)nnn1-c1nonc1N	2.5	-7	3.3	-26	10	10	-6	-4	107	0
O=[N+]([O-])c1cc(/C=N/O)ccc1SCc1ccccc1	-0.6	-2	13	-60	-7	5	-4	20	107	-2
CCOC(=O)c1sc2nc(C)cc(C)c2c1N	-0.2	3	-2.1	10	-3	0	-6	14	110	-4
Cc1nc(-c2cccc(NC(=O)c3ccc(Br)o3)c2)cs1	-1.8	-3	-2.9	16	-5	10	-4	2	109	1
CCc1c(C)c2ccc(OCC(=O)N(C)C)c(C)c2oc1=O	-2.1	8	-0.3	1	-2	-11	0	x	108	0
CN1c2ccccc2C(=O)NC1c1ccc([N+](=O)[O-])s1 (stereo not drawn)	0.1	0	2.0	-10	2	-1	3	-3	x	8
CSc1cc(C)n(-c2ccccc2C)c(=S)c1C(C)=O	0.2	-5	-1.8	8	-8	1	1	x	101	-1
C=CCNC(=O)COC(=O)c1cc(S(=O)(=O)N2CCCCC2)ccc1Cl	0.1	-2	-0.1	0	2	24	3	-9	99	-3
O=C(CCS(=O)(=O)c1ccc2c(c1)NC(=O)CO2)NCc1ccccc1	-0.7	-1	-3.3	17	-9	11	-2	0	104	3
CCN1C(=O)CC(C(=O)OC)=C1C	-1.6	2	-0.5	2	3	-17	0	1	107	1
O=C(CCNS(=O)(=O)c1cccc(C(F)(F)F)c1)NC1CC1	0.7	-3	0.8	-3	-15	-9	4	0	x	-5
Clc1cccc(OCCN2CCOCC2)c1	-2.0	1	-1.9	10	-3	11	-3	-3	98	5
Cc1cc(C)nc(N/N=C/c2ccncc2)n1	1.7	-6	-4.1	18	2	10	4	0	124	-3

6 of the compounds above, as a markdown table.
| mol | LANA DNA inh | RTF Ca sens act | MOR-DOR ag | MOR-DOR inv ag | RTF Ca sens inh | Arr AP2 block | Keap1 Nrf2 FP | Wnt act | Pemphigus Ab inh | V-ATPase pHluor |
| --- | --- | --- | --- | --- | --- | --- | --- | --- | --- | --- |
| CCc1c(C)c2ccc(OCC(=O)N(C)C)c(C)c2oc1=O | -2.1 | 8 | -0.3 | 1 | -2 | -11 | 0 | x | 108 | 0 |
| CN1c2ccccc2C(=O)NC1c1ccc([N+](=O)[O-])s1 (stereo not drawn) | 0.1 | 0 | 2.0 | -10 | 2 | -1 | 3 | -3 | x | 8 |
| CSc1cc(C)n(-c2ccccc2C)c(=S)c1C(C)=O | 0.2 | -5 | -1.8 | 8 | -8 | 1 | 1 | x | 101 | -1 |
| C=CCNC(=O)COC(=O)c1cc(S(=O)(=O)N2CCCCC2)ccc1Cl | 0.1 | -2 | -0.1 | 0 | 2 | 24 | 3 | -9 | 99 | -3 |
| O=C(CCS(=O)(=O)c1ccc2c(c1)NC(=O)CO2)NCc1ccccc1 | -0.7 | -1 | -3.3 | 17 | -9 | 11 | -2 | 0 | 104 | 3 |
| CCN1C(=O)CC(C(=O)OC)=C1C | -1.6 | 2 | -0.5 | 2 | 3 | -17 | 0 | 1 | 107 | 1 |

Further structures:
SMILES	LANA DNA inh	RTF Ca sens act	MOR-DOR ag	MOR-DOR inv ag	RTF Ca sens inh	Arr AP2 block	Keap1 Nrf2 FP	Wnt act	Pemphigus Ab inh	V-ATPase pHluor
Cc1ccc(OCC(=O)Nc2cccc(S(=O)(=O)N3CCCCC3)c2)c([N+](=O)[O-])n1	-0.4	2	0.5	-3	1	48	0	5	126	-2
O=C(Nc1ccccc1)N1CCC(O)(c2cccc(C(F)(F)F)c2)CC1	0.5	1	-2.4	12	-13	-4	-5	-1	113	-2
CCCOc1ccc(S(=O)(=O)NCCN2CCOCC2)c2ccccc12	-1.8	-5	-2.4	11	6	42	1	x	108	-4
COC(=O)/C(=C/c1ccc(F)cc1)NC(C)=O	0.6	-4	0.6	-3	-4	11	1	0	117	-3
Cc1oc2ccc(NS(=O)(=O)c3ccc(C(C)(C)C)cc3)cc2c1C(=O)Nc1ccccc1	0.6	-2	3.7	-17	-5	36	4	x	94	0
Cc1ccsc1C(=O)OCC(=O)NCc1ccccc1	1.3	-3	-1.7	8	-3	5	1	-2	x	-3
O=C1CC(NCc2ccccc2)C(=O)N1c1ccc(F)cc1 (stereo not drawn)	0.4	x	x	x	x	21	-6	0	98	-1
CCCNC(=O)c1cc(S(=O)(=O)N2CCc3ccccc32)ccc1F	-0.1	11	2.9	-17	-7	4	-3	-3	94	-10
